Source: PubChem
D2 ag: HTS Assay for Allosteric Agonists of the Human D2 Dopamine Receptor: Primary Screen for Agonists; AID 485358, 2010; D(2) dopamine receptor (Homo sapiens), P14416; 340,000 compounds, 0.53% hits; HEK293 T-REx D2 cells, calcium flux agonist mode; activation, % at 2 µM;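 active = activation over 3 SD above normal in the single-dose calcium agonist read, cut at about 30% in these data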; note: 0% is about no effect
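Agonism is scored from calcium flux in a force-coupled, inducible HEK293 cell line expressing D2, read kinetically for 180 s after compound addition against dopamine controls.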
D1 antag: Antagonist of Human D 1 Dopamine Receptor: qHTS. D(1A) dopamine receptor (Homo sapiens), P21728. HEK293 TREx D1 cells, calcium flux, dopamine EC80; hits give low values. activity change, negative = inhibition, % at 10 µM. 360,000 compounds, 3.2% hits. AID 504652, 2011; in the data active = activity change below about -30%; note: % is set by controls: 0 for no effect and ±100 for the full control effect
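Kinetic fluorescence of a calcium dye serves as the read-out. D1-expressing Hek293 Trex cells, induced overnight at 30 C, are exposed to compound for 180 s before an EC80 dopamine addition, then read 180 s further.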
RXFP1 antag: qHTS Assay for Antagonists of the Relaxin Receptor RXFP1 | HEK293-RXFP1, relaxin-stimulated cAMP HTRF, 30 min; hits give low values | activity change, negative = inhibition, % at 57.5 µM | 350,000 compounds, 0.59% hits;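 active = activity change of -60% or lower, but not beyond a set lower limit; inconclusive = change between -60% and -40%, or beyond the set limit; inactive = change above -40%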; note: % is set by controls: 0 for no effect and ±100 for the full control effect
Target sequence (Q9HBX9 whole entry, looked up): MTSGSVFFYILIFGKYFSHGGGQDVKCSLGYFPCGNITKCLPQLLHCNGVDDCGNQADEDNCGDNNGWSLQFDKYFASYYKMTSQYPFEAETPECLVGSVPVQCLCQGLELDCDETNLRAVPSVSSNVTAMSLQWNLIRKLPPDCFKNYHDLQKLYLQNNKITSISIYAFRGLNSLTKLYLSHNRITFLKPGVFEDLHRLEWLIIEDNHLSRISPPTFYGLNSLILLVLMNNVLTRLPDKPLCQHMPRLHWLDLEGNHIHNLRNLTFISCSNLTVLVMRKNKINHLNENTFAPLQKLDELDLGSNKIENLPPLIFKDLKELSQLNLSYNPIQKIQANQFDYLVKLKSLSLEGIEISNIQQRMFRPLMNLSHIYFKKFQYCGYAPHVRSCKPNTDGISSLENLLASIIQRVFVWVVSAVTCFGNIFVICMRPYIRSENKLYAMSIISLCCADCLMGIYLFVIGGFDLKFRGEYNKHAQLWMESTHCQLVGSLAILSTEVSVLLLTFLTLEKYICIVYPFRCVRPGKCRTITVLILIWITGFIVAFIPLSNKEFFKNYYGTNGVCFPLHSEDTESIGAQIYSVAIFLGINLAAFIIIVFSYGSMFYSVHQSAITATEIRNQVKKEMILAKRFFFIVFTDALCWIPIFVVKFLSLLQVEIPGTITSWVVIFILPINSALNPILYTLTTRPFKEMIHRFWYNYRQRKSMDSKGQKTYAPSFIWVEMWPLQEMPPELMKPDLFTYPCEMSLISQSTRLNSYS
D2 antag: HTS Assay for Allosteric Antagonists of the Human D2 Dopamine Receptor: Primary Screen for Antagonists; HEK293 TREx D2 cells, calcium flux, dopamine EC80; 340,000 compounds, 2% hits; inhibition, % at 10 µM; D(2) dopamine receptor (Homo sapiens), P14416; in the data active = inhibition above about 30%; note: 0% is about no effect
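Antagonism is scored as inhibition of an EC80 dopamine-evoked calcium signal in a force-coupled, tetracycline-inducible HEK293 T-REx D2 line, with compound present 180 s before agonist.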
D1 ag: Allosteric Agonists of the Human D1 Dopamine Receptor: qHTS | D(1A) dopamine receptor (Homo sapiens), P21728 | HEK293 T-REx D1 cells, calcium flux, agonist mode | activation, % at 2 µM | 360,000 compounds, 1% hits | AID 504660, 2011; in the data active = activation above about 30%; note: 0% is about no effect
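Agonism was scored from calcium flux recorded over 180 s (1 read/s) after pintool compound addition, following a 10-cycle baseline. Cells were inducible force-coupled HEK293 TREx D1, plated overnight at 30 C and loaded with no-wash calcium dye.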
D1 potentiator: Potentiators of Human D1 Dopamine Receptor: qHTS; 360,000 compounds, 0.036% hits; HEK293 TREx D1 cells, calcium flux, dopamine EC20 potentiation; D(1A) dopamine receptor (Homo sapiens), P21728; potentiation, % at 10 µM; in the data active = potentiation above about 30%; note: 0% is about no effect
D2 potentiator: HTS Assay for Positive Allosteric Modulators of the Human D2 Dopamine Receptor: Primary Screen for Potentiators | 340,000 compounds, 0.34% hits | potentiation, % at 10 µM | HEK293 T-REx D2, calcium flux, EC20 dopamine potentiation;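 active = potentiation over 3 SD above the plate norm, cut at about 30% in these data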; note: 0% is about no effect
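Using a no-wash calcium dye in inducible, force-coupled HEK293 Trex cells expressing D2, we tracked fluorescence each second for 180 s after compound, then for 180 s after EC20 dopamine to detect augmented signalling.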
TRHR enhancer: qHTS for Small Molecule Agonists and Allosteric Enhancers of Human TRH Receptor: Primary Screen for Enhancers | TRHR cells, fluo-8 calcium fluorescence, EC20 TRH enhancement | enhancement, % at 2 µM | 360,000 compounds, 0.66% hits | Thyrotropin-releasing hormone receptor (Homo sapiens), P34981; in the data active = enhancement above about 30%; note: 0% is about no effect
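TRHR-expressing cells loaded with fluo-8 calcium dye were read kinetically (ex 480/em 530) during compound addition, then stimulated with an EC20 of TRH (10 nM final). Enhancement of the Gq-mediated intracellular calcium response was scored.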
RXFP1 agonist: qHTS Assay for Agonists of the Relaxin Receptor RXFP1; Relaxin receptor 1 (Homo sapiens), Q9HBX9; HEK293T-RXFP1 cAMP TR-FRET, 30 min; response scale: percent of porcine relaxin response, buffer zero; Potency, µM (highest dose often 57.5 µM), for inactives: top-dose activation, usual class: activators; 370,000 compounds, 0.3% hits; AID 2676, 2010; active = well fitted activation curve with a large enough effect; inconclusive = small, poorly fitted or top-dose-only effect; note: potency is the fitted concentration of half-maximal effect; % is set by controls: 0 for no effect and ±100 for the full control effect; nearly all actives have a fitted effect of over 60% in size; many of its hits are not listed in these tables
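HEK293 cells stably expressing RXFP1, treated 30 min at 37C with compounds plus PDE4 inhibitor Ro 20174; cAMP measured by HTRF TR-FRET. Normalized to buffer and 29 nM porcine relaxin; EC50 by Hill fit.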
The depositor's hits bear a star; ? = inconclusive; . = no result given; & = joins results of further samples. Not all compounds are listed; count on the stated rates, not on these rows.

SMILES | D2 ag | D1 antag | RXFP1 antag | D2 antag | D1 ag | D1 potentiator | D2 potentiator | TRHR enhancer | RXFP1 agonist
COc1ccc(C(=O)NNC(=O)CSc2nc(C(C)C)nc3ccccc23)cc1 | -0.5 | 14 | -5 | 13 | -3 | 4 | 20 | -9 | ?
COc1cccc(NC(=S)N/N=C2/CCCCc3ccccc32)c1 | 0.0 | -2 | 3 | -3 | 4 | -1 | 0 | -3 | 0.0%
O=C(NNC(=O)C1CCCN(c2ncccn2)C1)c1ccc(F)cc1 (stereo not drawn) | -0.3 | 9 | -4 | 7 | 2 | 1 | -1 | 10 | 3.1%
O=C(NCc1n[nH]c(=S)n1-c1ccc(Cl)c(Cl)c1)c1cccs1 | -0.5 | -2 | -38 | -13 | 3 | 2 | . | 0 | 1.7%
CCCc1cc(=O)oc2cc(C)cc(OCc3nn[nH]n3)c12 | -0.4 | 2 | -28 | 6 | 0 | 2 | -3 | 2 | 2.8%
CCCS(=O)(=O)N1CCCC(C(=O)NCCOC)C1 (stereo not drawn) | -0.2 | 5 | . | . | -1 | 0 | 15 | 3 | 3.0%
O=C(Nc1ccc(NC(=O)C2CC2)nc1)c1cccnc1 | 1.1 | 10 | 2 | 38* | 2 | 0 | 2 | 4 | -0.9%
COCCNC(=O)CSc1nc2ccccc2c(=O)n1CCC(=O)NCCc1ccc(OC)c(OC)c1 | -0.3 | -19 | -3 | 8 | 4 | -4 | 13 | 16 | 6.4%
CCCC(=O)N(c1ccc(OC)cc1)C1C=CS(=O)(=O)C1 (stereo not drawn) | -2.4 | 1 | -11 | 0 | 3 | -5 | 8 | 4 | -0.1%
CCOc1ccc(Cc2noc3c2C(=O)CCC3)cc1OCC | -0.1 | -15 | -2 | -6 | 4 | 2 | 1 | -1 | -0.7%
C=CCNC(=S)NNC(=O)c1cc(-c2cccnc2)nc2ccccc12 | 0.0 | -6 | 16 | -3 | 0 | -2 | 7 | 10 | 4.6%
CCOC(=O)C1CCCN(C(=O)c2cc(S(=O)(=O)Nc3ccccc3OC)ccc2C)C1 (stereo not drawn) | 0.5 | 6 | -12 | -3 | 0 | 0 | -20 | -2 | 7.9%
Cc1ccc(Cc2c(C)nc3nc(SCC(=O)NC4CCC(C)CC4)nn3c2C)cc1 (stereo not drawn) | -1.9 | -3 | -35 | . | -1 | -1 | 5 | -4 | 4.5%
COc1ccc(N2CCN(C(=O)c3ccc4c(c3)CCN4S(C)(=O)=O)CC2)cc1 | 0.0 | 6 | -8&0 | . | -2 | -2 | 9 | -5 | -1.3%
CCn1c(=O)c2cc(S(=O)(=O)NCc3ccccc3)ccc2n(CC)c1=O | 0.4 | 2 | 12 | 6 | 1 | 0 | -12 | -4 | 0.1%

A run of entries from further up, as a working copy:
SMILES | D2 ag | D1 antag | RXFP1 antag | D2 antag | D1 ag | D1 potentiator | D2 potentiator | TRHR enhancer | RXFP1 agonist
COc1ccc(C(=O)NNC(=O)CSc2nc(C(C)C)nc3ccccc23)cc1 | -0.5 | 14 | -5 | 13 | -3 | 4 | 20 | -9 | ?
COc1cccc(NC(=S)N/N=C2/CCCCc3ccccc32)c1 | 0.0 | -2 | 3 | -3 | 4 | -1 | 0 | -3 | 0.0%
O=C(NNC(=O)C1CCCN(c2ncccn2)C1)c1ccc(F)cc1 (stereo not drawn) | -0.3 | 9 | -4 | 7 | 2 | 1 | -1 | 10 | 3.1%
O=C(NCc1n[nH]c(=S)n1-c1ccc(Cl)c(Cl)c1)c1cccs1 | -0.5 | -2 | -38 | -13 | 3 | 2 | . | 0 | 1.7%
CCCc1cc(=O)oc2cc(C)cc(OCc3nn[nH]n3)c12 | -0.4 | 2 | -28 | 6 | 0 | 2 | -3 | 2 | 2.8%
CCCS(=O)(=O)N1CCCC(C(=O)NCCOC)C1 (stereo not drawn) | -0.2 | 5 | . | . | -1 | 0 | 15 | 3 | 3.0%
O=C(Nc1ccc(NC(=O)C2CC2)nc1)c1cccnc1 | 1.1 | 10 | 2 | 38* | 2 | 0 | 2 | 4 | -0.9%
COCCNC(=O)CSc1nc2ccccc2c(=O)n1CCC(=O)NCCc1ccc(OC)c(OC)c1 | -0.3 | -19 | -3 | 8 | 4 | -4 | 13 | 16 | 6.4%
CCCC(=O)N(c1ccc(OC)cc1)C1C=CS(=O)(=O)C1 (stereo not drawn) | -2.4 | 1 | -11 | 0 | 3 | -5 | 8 | 4 | -0.1%
CCOc1ccc(Cc2noc3c2C(=O)CCC3)cc1OCC | -0.1 | -15 | -2 | -6 | 4 | 2 | 1 | -1 | -0.7%
C=CCNC(=S)NNC(=O)c1cc(-c2cccnc2)nc2ccccc12 | 0.0 | -6 | 16 | -3 | 0 | -2 | 7 | 10 | 4.6%

(next part)
SMILES | D2 ag | D1 antag | RXFP1 antag | D2 antag | D1 ag | D1 potentiator | D2 potentiator | TRHR enhancer | RXFP1 agonist
NS(=O)(=O)c1ccc(NC(=O)CSc2nnc(NC3CC3)s2)cc1 | -0.2 | 10 | -3 | -11 | 5 | 2 | 6 | 9 | 0.0%
COc1ccc(S(=O)(=O)N2CCc3ccccc32)cc1NC(C)=O | 1.5 | 4 | 8 | 2 | 4 | 0 | 1 | -5 | 2.2%
O=C(NCCC(c1ccccc1)c1ccccc1)c1cnccn1 | 0.4 | 10 | -22 | -34 | 4 | -1 | 3 | 1 | 0.4%
Cc1cc(C)c(S(=O)(=O)N2CCN(C(=O)C3CC3)CC2)c(C)c1 | -0.2 | 10 | 2 | -6 | 2 | 0 | 5 | 5 | 0.1%
N#Cc1ccccc1NC(=O)COC(=O)c1c[nH]c2ccccc12 | 1.3 | -4 | 2 | 4 | 9 | 8 | 2 | 12 | 1.5%
CC(=O)c1c(C)[nH]c(C(=O)OCC(=O)c2c(N)n(CC(C)C)c(=O)n(C)c2=O)c1C | 0.6 | 5 | 5 | -7 | 3 | . | 4 | 3 | 0.9%
NS(=O)(=O)c1ccc(CCNC/C=C/c2ccccc2)cc1 | 5.4 | -2 | 3 | 10 | 6 | -10 | -15 | 7 | 2.1%
COc1ccc(C(Nc2ccccn2)c2ccc3ccc(C)nc3c2O)cc1C (stereo not drawn) | . | -7 | . | . | 7 | -2 | -4 | -2 | 4.7%
COc1ccc(OCCNC(=O)CCCO)cc1 | 2.1 | -4 | 2 | -4 | 4 | -6 | -6 | -1 | -0.5%
COc1ccc(NC(=O)Cn2cnc3c(nc4n3CCCCC4)c2=O)c(OC)c1 | 0.6 | -7 | -9 | . | 0 | 1 | -13 | 2 | 18%
O=C(CCCn1c(=O)c2cccn2c2ccccc21)Nc1cccc(Cl)c1 | 0.4 | -32* | -6 | . | 0 | 0 | 9 | 1 | -0.6%
COc1cccc(Cl)c1NC(=O)N1CCN(c2ccnc3cc(Cl)ccc23)CC1 | -1.2 | -5 | 2 | -1 | 1 | -3 | -7 | -8 | 1.5%
Cc1c(N=C2C(=O)Nc3ccccc32)c(=O)n(-c2ccccc2)n1C | 0.2 | 10 | . | 11 | 0 | . | -11 | -3 | -0.1%
CN(c1ccc(C(=O)NC2CCCC2)cc1)S(=O)(=O)c1ccccc1 | -0.3 | 10 | 7 | -6 | -3 | -4 | -2 | -2 | -0.1%
O=C(NCc1ccccc1Cl)c1cnc2ccccc2n1 | -0.8 | 3 | -14 | -4 | 2 | -4 | -1 | -2 | -2.0%
CCOC(=O)/C(C#N)=C1/C=C(C)c2ccccc2N1 | -0.7 | 24 | -8 | 5 | 2 | 3 | -1 | 4 | -0.5%
CCc1ccccc1NC(=O)C1CCN(S(=O)(=O)c2ccccc2)CC1 | -0.8 | -29 | -4 | . | 5 | -2 | -1 | -1 | 3.4%
CC(C)C(NC(=O)Cc1ccccc1)C(=O)N1CCN(c2cccc(Cl)c2)CC1 (stereo not drawn) | -0.8 | -5 | 5 | -14 | 4 | -1 | 17 | -3 | 0.6%
Cc1c(C(=O)NCC2CCCO2)oc2ccc(S(=O)(=O)N3CC(C)CC(C)C3)cc12 (stereo not drawn) | 0.4 | -14 | . | 1 | 1 | 3 | 9 | 5 | 1.8%
O=S(=O)(c1ccccc1)N1CCCc2ccccc21 | . | -14 | . | 1 | -3 | 11 | . | 0 | -2.5%
O=C(Nc1cccc(NC(=O)c2ccccc2Cl)c1)c1cccs1 | -0.1 | 2 | 12 | -2 | 2 | 0 | 10 | -1 | 0.6%
Cc1nc2c(c(=O)n1CCC(C)C)c1nc3ccccc3nc1n2Cc1ccc2c(c1)OCO2 | 1.3 | 12 | 1 | -21 | -1 | 0 | 6 | 2 | 1.6%
CCCOc1ccc(-c2nc(SCC(=O)c3ccc(Cl)cc3)n[nH]2)cc1 | -0.2 | 0 | . | . | -1 | -2 | -8 | -4 | 11%
CC1(NC(=O)Nc2cc([N+](=O)[O-])ccc2O)CCS(=O)(=O)C1 (stereo not drawn) | -1.2 | -5 | -1 | 12 | 6 | . | 0 | 11 | 0.6%
CCOC(=O)C(C)Sc1nc(N)c(NC(=O)c2ccc(OC)c(OC)c2)c(=O)[nH]1 (stereo not drawn) | 0.7 | 9 | 4 | -7 | 1 | -7 | 23 | 17 | 0.2%
CC(NC(=O)c1ccc([N+](=O)[O-])o1)C12CC3CC(CC(C3)C1)C2 (stereo not drawn) | -0.7 | -1 | -4 | 3 | 4 | 3 | 0 | -3 | -1.2%
CCC(=O)NC(c1cccs1)c1cc(Cl)c2cccnc2c1O (stereo not drawn) | 0.3 | 6&-3 | -15 | 0 | 23&0 | -6&1 | -5 | -8&-4 | 0.3%
CC(C)OCCCNC(=O)c1c2c(nc3ccccc13)C(=O)N(C1CCCCC1)C2 | -0.7 | 4 | -12 | . | -1 | -6 | -2 | 4 | -0.4%
Cc1coc2cc3oc(=O)c(CCC(=O)NCc4ccccn4)c(C)c3cc12 | 0.5 | -3 | . | -5 | 2 | 0 | -1 | -3 | 2.1%
O=C(NCCc1ccccc1)C(=O)NCC1CCCO1 (stereo not drawn) | -0.1 | 6 | -6 | -2 | 5 | 0 | 7 | -1 | 0.4%
